Screening data from PubChem.
AMA1 RON2 block – inhibitors of Plasmodium falciparum AMA1-RON2 interaction; AlphaScreen AMA1-biotinylated RON2 peptide binding; Potency, µM (top dose mostly 58.2 µM), for the others: at the top dose activity change, negative = inhibition, usual class: inhibitors; hit rate 0.2% among 360,000; AID 720542;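 note: potency is the fitted concentration of half-maximal effect; 0% = vehicle wells and -100% = peptide control; nearly all actives have a fitted effect of over 45% in size; some results filed as inactive show a strong effect at the top dose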
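AMA1 (3D7) with his tag at 25 nM final met compounds first, then biotinylated RON2 peptide at 25 nM; detection used donor plus acceptor beads, 10 µg/mL apiece, read by AlphaScreen after 30 min at room temperature.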
Sm TGR inh – S. mansoni TGR enzyme inhibition. Q962Y6. purified TGR, DTNB reduction, TNB absorbance 405 nm. Potency, µM (top dose mostly 114 µM), for inactives: at the top dose activity change, negative = inhibition, usual class: inhibitors. hit rate 3% among 360,000. AID 485364; note: potency is the fitted concentration of half-maximal effect; nearly all actives have a fitted effect of over 60% in size
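First, TGR (20 nM dispensed) and NADPH were mixed with compound. Second, a 15 min room-temperature incubation followed. Third, further NADPH and then DTNB were added to start the reaction. Finally, TNB absorbance was monitored kinetically.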
AmpC no deterg – inhibitors of E. coli AmpC beta-lactamase without detergent; P00811; AmpC nitrocefin hydrolysis, absorbance 480 nm, 0.0001% Triton; Potency, µM (titrated, usually from 57.1 µM), without a hit: at the top dose activity change, negative = inhibition, usual class: inhibitors; hit rate 0.52% among 330,000;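 note: potency is the fitted concentration of half-maximal effect; plate controls were no compound for no effect and no enzyme for full effect; nearly all actives have a fitted effect of over 20% in size; some results filed as inactive show a strong effect at the top dose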
Target sequence (P00811 whole entry, looked up): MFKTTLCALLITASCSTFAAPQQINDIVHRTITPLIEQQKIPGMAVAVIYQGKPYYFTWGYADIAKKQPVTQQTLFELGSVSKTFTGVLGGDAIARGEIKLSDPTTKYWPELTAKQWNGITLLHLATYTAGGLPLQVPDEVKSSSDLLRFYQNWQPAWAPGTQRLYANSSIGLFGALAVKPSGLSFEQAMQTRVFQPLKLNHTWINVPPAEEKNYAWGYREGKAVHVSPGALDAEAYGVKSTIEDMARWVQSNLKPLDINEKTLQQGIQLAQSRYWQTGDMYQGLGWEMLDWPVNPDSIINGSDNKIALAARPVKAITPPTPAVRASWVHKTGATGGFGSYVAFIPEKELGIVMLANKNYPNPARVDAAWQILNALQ
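20 mM phosphate pH 7.0 + 0.01% (detergent screen) or 0.0001% Triton X-100; 5.3 nM AmpC reagent; cpd preinc 15 min RT; nitrocefin (800 uM stock) to start; A480 q20 s × 4 min; Activity was normalised to no-enzyme and no-compound control wells.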
TbPYK inhibitor – inhibitors of Trypanosoma brucei pyruvate kinase | Q57TT1 | TbPYK enzyme, Kinase-Glo Plus ATP luminescence, 45 min | Potency, µM (highest dose often 76.8 µM), without a hit: at the highest dose activity, negative = inhibition, usual class: inhibitors | hit rate 0.12% among 410,000 | AID 624173; note: potency is the fitted concentration of half-maximal effect; nearly all actives have a fitted effect of over 50% in size
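Readout: single end-point luminescence (Kinase-Glo Plus, 10 min). Reaction conditions were TbPYK/substrate plus 130 uM ADP, 45 min at RT, pH 7.2 TEA buffer. No-enzyme wells served as controls, and data were normalized before concentration-response fitting.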
HCMV inh – inhibitors of human cytomegalovirus | HFF cells, HCMV-luciferase reporter, 72 h; hits give low values | activity change, negative = inhibition, % at 57.5 µM | hit rate 4.5% among 410,000; in the data active = activity change below about -60%; inconclusive = no clear call, values can overlap the other calls; inactive = above about -39%
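Screen run at 2 compound doses on HFFs infected with reporter HCMV, MOI 1 PFU/cell. Luciferase activity from cell lysates at 72 h post infection gave inhibition relative to buffer-only and Salinomycin wells.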
AmpC inh detg – inhibitors of E. coli AmpC beta-lactamase with detergent. AID 485294. Potency, µM (top dose mostly 114 µM), for the others: top-dose activity change, negative = inhibition, usual class: inhibitors. hit rate 0.041% among 370,000. AmpC hydrolysis of nitrocefin, absorbance 480 nm, 0.01% Triton;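 note: potency is the fitted concentration of half-maximal effect; 0% = no-compound wells and -100% = no-enzyme wells; nearly all actives have a fitted effect of over 25% in size; some results filed as inactive show a strong effect at the top dose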
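AmpC (5.3 nM in the dispensed reagent) in 20 mM phosphate pH 7.0 with 0.01% (detergent screen) or 0.0001% Triton X-100 was preincubated with compounds for 15 min at room temperature. Nitrocefin was then added from an 800 uM solution, and hydrolysis was followed at 480 nm.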
LmPK inh – blocks Leishmania mexicana pyruvate kinase activity; Q27686; purified LmPK, Kinase-Glo ATP luminescence, 1 h; Potency, µM (doses to about 57.5 µM), for the others: top-dose activity change, negative = inhibition, usual class: inhibitors; hit rate 0.37% among 290,000; AID 1721; note: potency is the fitted concentration of half-maximal effect
Target sequence (Q27686 whole entry, looked up): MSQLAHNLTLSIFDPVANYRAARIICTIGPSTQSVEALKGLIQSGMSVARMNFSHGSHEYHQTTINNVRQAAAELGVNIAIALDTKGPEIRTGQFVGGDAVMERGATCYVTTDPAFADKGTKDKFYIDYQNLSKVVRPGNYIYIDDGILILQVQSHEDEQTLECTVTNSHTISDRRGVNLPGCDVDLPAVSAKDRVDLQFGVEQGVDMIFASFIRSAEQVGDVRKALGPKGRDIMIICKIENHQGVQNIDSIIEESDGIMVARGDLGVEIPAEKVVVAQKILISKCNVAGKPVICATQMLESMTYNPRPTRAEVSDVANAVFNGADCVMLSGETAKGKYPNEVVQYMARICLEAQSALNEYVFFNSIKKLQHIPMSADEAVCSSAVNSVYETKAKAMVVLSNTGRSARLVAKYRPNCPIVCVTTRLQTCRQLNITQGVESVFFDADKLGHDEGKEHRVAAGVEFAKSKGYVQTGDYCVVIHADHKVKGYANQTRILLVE
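Purified LmPK (0.1 nM) with 0.5 mM PEP and 0.1 mM ADP in imidazole buffer pH 7.2 with MgCl2/KCl, 1 h at room temperature. ATP formed was read by luciferase luminescence and normalized to no-enzyme and uninhibited controls.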
Numbers without * were called inactive; ? = inconclusive; . = no result given; & = joins results of further samples; [ ] = remark or other dose. Unless noted, calls come from the whole dose curve; as a rule, active = well fitted curve in the direction sought with a large enough effect; inconclusive = small, poorly fitted or top-dose-only effect, or another doubt; inactive = no such curve, though single readings can be large; an effect the other way counts as inactive or inconclusive. Unless noted, % is set by controls: 0 for no effect and ±100 for the full control effect.

The first 3 records as a preview:
Molecule | AMA1 RON2 block | Sm TGR inh | AmpC no deterg | TbPYK inhibitor | HCMV inh | AmpC inh detg | LmPK inh
CCOC(=O)N1CCN(C(=O)CN(C)S(=O)(=O)c2ccc3c(c2)c(=O)n(C)c(=O)n3C)CC1 | 6% | 0% | -8% | -5% | -10 | 6% | -2%
Cc1cccc(N(C)S(=O)(=O)c2nnc(NC(=O)C(C)Oc3ccccc3)s2)c1 (centres undefined) | . | ? | . | -4% | 2 | 1% | .
CCc1ccc2c(c1)/C(=C/C(=O)c1cccs1)C(=O)N2 | ? | -3% | -17% | 1% | -99* | -16% | -2%

Main list, repeating the preview:
Molecule | AMA1 RON2 block | Sm TGR inh | AmpC no deterg | TbPYK inhibitor | HCMV inh | AmpC inh detg | LmPK inh
CCOC(=O)N1CCN(C(=O)CN(C)S(=O)(=O)c2ccc3c(c2)c(=O)n(C)c(=O)n3C)CC1 | 6% | 0% | -8% | -5% | -10 | 6% | -2%
Cc1cccc(N(C)S(=O)(=O)c2nnc(NC(=O)C(C)Oc3ccccc3)s2)c1 (centres undefined) | . | ? | . | -4% | 2 | 1% | .
CCc1ccc2c(c1)/C(=C/C(=O)c1cccs1)C(=O)N2 | ? | -3% | -17% | 1% | -99* | -16% | -2%
COc1cc(-c2nc(CN3CCN(CC(C)C)C(=O)[C@@H]3C)c(C)o2)ccc1F | -25% | -27%[57.1 µM] | 182%[activator] | -5% | ? | 1% | -1%
COc1ccc(NC(=O)CN(C)S(=O)(=O)c2cccc3cccnc23)cc1 | 0% | 9% | -13% | -3% | -66* | ? | 1%
FC(F)(F)c1ccc2nnc(-c3c(Cl)cccc3Cl)n2c1 | -6% | -2% | -24% | 4% | -25 | -1% | 1%
O=C(Nc1ccccc1)O/N=C1\CCCCC1c1ccc([N+](=O)[O-])cc1[N+](=O)[O-] (centres undefined) | 0% | 8% | -33% | -1% | -6 | -6% | 0%
Cc1ccc(NC(=O)c2ccc([N+](=O)[O-])o2)cc1S(=O)(=O)N1CCOCC1 | 3% | 14µM* | -23% | -6% | -95* | 4% | -1%
NNC(=O)c1ccc(Cn2cc(Cl)cn2)cc1 | 11% | -2% | ? | -3% | -1 | 3% | 1%
c1ccc(Cc2nc3ccccc3n2Cc2ccccc2)cc1 | -3% | -5% | -3% | 8% | ? | -9% | 3%
Cc1cc(NS(=O)(=O)c2ccc(NC(=O)CSc3nc4sc(C)c(C)c4c(=O)[nH]3)cc2)no1 | -3% | -22% | -30% | -3% | -28 | 3% | 1%
Cn1c(Cc2ccccc2)nnc1SCC(=O)Nc1ccc(N2CCOCC2)cc1 | 1% | 0% | 4% | 1% | -3 | -4% | -3%

Profiles from above. Screens in order: AMA1 RON2 block	Sm TGR inh	AmpC no deterg	TbPYK inhibitor	HCMV inh	AmpC inh detg	LmPK inh
CCOC(=O)N1CCN(C(=O)CN(C)S(=O)(=O)c2ccc3c(c2)c(=O)n(C)c(=O)n3C)CC1 in the list: 6%	0%	-8%	-5%	-10	6%	-2%
FC(F)(F)c1ccc2nnc(-c3c(Cl)cccc3Cl)n2c1 in the list: -6%	-2%	-24%	4%	-25	-1%	1%
Cc1cccc(N(C)S(=O)(=O)c2nnc(NC(=O)C(C)Oc3ccccc3)s2)c1 (centres undefined) in the list: .	?	.	-4%	2	1%	.
COc1cc(-c2nc(CN3CCN(CC(C)C)C(=O)[C@@H]3C)c(C)o2)ccc1F in the list: -25%	-27%[57.1 µM]	182%[activator]	-5%	?	1%	-1%

Continuation.
Molecule | AMA1 RON2 block | Sm TGR inh | AmpC no deterg | TbPYK inhibitor | HCMV inh | AmpC inh detg | LmPK inh
Cc1cc(C(=O)N/N=C/c2ccc([N+](=O)[O-])s2)n[nH]1 | 23% | 0% | -15% | -2% | -91* | 3% | 3%
O=[N+]([O-])c1ccc(Nc2ccc(N3CCOCC3)cc2)c([N+](=O)[O-])c1 | -4% | ? | -18% | 1% | 38 | 5% | -5%
C=CCC(C#Cc1ccccc1)N(C)C (centres undefined) | 3% | -26% | 2% | -4% | 77 | ? | -4%
Cc1ccc(S(=O)(=O)N(C)CC(=O)OCC(=O)N2CCCC2=O)cc1 | 4% | 2% | -10% | 4% | -8 | 5% | -1%
COc1ccc(CCNC(=O)C(=O)NCCOc2ccccc2)cc1OC | 17% | -7% | -12% | -5% | 1 | -12% | -3%
CC1(C)CC(=O)C(CC2CCCCC2=O)C(=O)C1 (centres undefined) | 0% | 3% | -5% | -1% | 26 | -1% | -3%
COc1ccc(NC(=O)Nc2ccc3c(c2)C(=O)N([C@H](C)CO)C[C@H](C)[C@@H](CN(C)S(C)(=O)=O)O3)cc1 | -4% | . | -19% | -3% | -8 | . | .
O=C(CSc1n[nH]c(-c2ccncc2)n1)c1ccccc1 | -6% | 4% | 0.4µM* | -13% | -13 | 3% | -9%
CC[C@]12c3[nH]c4ccc(OC)cc4c3CCN1C(=O)C(CC(=O)NCc1ccc(OC)c(OC)c1)C[C@@H]2C(=O)N1CCN(C(=O)C2CC2)CC1 (some centres undefined) | -3% | . | 155%[activator] | 0% | 6 | . | .
O=C(c1ccccc1)N1N=C(c2ccc(F)cc2)CC1c1ccc(F)cc1 (centres undefined) | 10% | . | . | -8% | -13 | . | .
O=C(NCC(=O)N1CCCCC1)c1ccc(Cl)cc1Cl | 14% | -8% | -14% | 1% | 19 | 0% | -9%
COc1ccc(Cc2nc3ccc(C(=O)NCc4ccccc4C)cc3o2)cc1 | . | 4% | . | -5% | -90* | 19% | .
Cc1c(NC(=O)c2cnn3c2NC(c2ccc(Br)cc2)CC3C(F)(F)F)c(=O)n(-c2ccccc2)n1C (centres undefined) | -20% | -2% | 148%[activator] | 2% | 67 | ? | -2%
COc1ccc(Nc2nc(-c3cc4cccc(OC)c4oc3=O)cs2)cc1 | 0% | -2% | -33% | -12% | -5 | -3% | -2%
CCn1c(CN2CCN(C(=O)c3ccco3)CC2)nc2c1c(=O)n(C)c(=O)n2C | 9% | -16% | -16% | -22% | -4 | ? | -4%
Cc1ccc(CNC(=O)CC2Oc3ccccc3NC2=O)cc1 (centres undefined) | . | 10% | . | -8% | -2 | 21% | .
CCc1ccccc1NS(=O)(=O)c1ccc2c(c1)CCN2C(=O)C1CC1 | . | -1% | . | -2% | 3 | 2% | .
COC(c1ccccc1)c1nnc(CCC(=O)N(C)CCOc2ccccc2)o1 (centres undefined) | -2% | . | 108%[activator] | 4% | 14 | -14% | -1%
CC(NC(=O)c1cccnc1)C(=O)O (centres undefined) | 0% | 10% | -16% | 0% | -17 | -8% | -5%
COc1cc(Cl)c(C)cc1NC(=O)CSc1nc2ccccc2o1 | -1% | -15% | -25% | -5% | -2 | -17% | -1%
Cc1ccc(SCCC(=O)NC(C(C)C)C(C)C)cc1 | -4% | 8% | -11% | 3% | 13 | -8% | 0%
CC(O)CC(C(=O)NNc1ccccc1)C(=O)NNc1ccccc1 (centres undefined) | -9% | 5% | -17% | -8% | -26 | ? | 1%
COc1ccccc1NS(=O)(=O)c1cc2c(cc1Cl)NC(=O)CO2 | . | 2% | . | 0% | -12 | 18% | .
COc1cccc(Cn2c(C)c(CNCc3cccc(C)c3)c(C(=O)O)c2C)c1 | . | -14% | . | 2% | -11 | -8% | .
COc1cccc(C2CCCN2Cc2nc(-c3cnccn3)no2)c1 (centres undefined) | 1% | ? | 25% | 0% | -33 | -6% | 1%
O=C(c1cccc(Br)c1)N1CCN(c2cnn(-c3ccccc3)c(=O)c2Cl)CC1 | 15% | -13% | 59% | 0% | -10 | -5% | -1%
COc1ccc(C2/C(=C(/O)c3ccccc3)C(=O)C(=O)N2CCN2CCOCC2)c(OC)c1 (centres undefined) | 2% | ? | 32% | 2% | -11 | -7% | -6%
Cc1ccc(NC(=O)CCc2c(C)nn(-c3ccc(N4CCOCC4)nn3)c2C)cc1F | 6% | 4%&-8% | 112%[activator] | -1%&-4% | 20&26 | 1%&-1% | 4%
CC(C)OC(=O)NC(Nc1ccccc1C(=O)O)(C(F)(F)F)C(F)(F)F | 0% | -1% | -17% | 0% | 0 | 9% | -1%
CCN(CCCCCN(C)C)Cc1cc2ccccc2o1 | 5% | 5% | -16% | -1% | -23 | -11% | 0%
Cc1ccc(NC(=O)N2CCC(N3CCN(Cc4ccccc4)C(=O)C3=O)CC2)cc1Cl | . | -3% | . | -2% | 4 | 2% | .
Fc1cccc(Cl)c1Cn1nnc(-c2ccc3c(c2)OCO3)n1 | 19% | -1% | -19% | 0% | 74 | 0% | 1%
CCN1CCCC1CNC(=O)c1cc2c(-c3ccc(Cl)cc3)nn(C)c2s1 (centres undefined) | -1% | 1% | 35% | 0% | . | -11% | 0%
O=C(Oc1ccc(-c2nnco2)cc1)c1ccc(Br)o1 | 13% | 2% | -15% | 1% | -8 | 4% | -11%
Cc1n(C)c2cc(Cl)ccc2[n+]1Cc1ccccc1 | -3% | -5% | 0% | 1% | -60* | -1% | -2%
COc1ccc(N2C(=O)CSC23C(=O)N2c4c(cccc43)C(C)=CC2(C)C)cc1 (centres undefined) | -13% | -9% | 41% | -4% | -19 | 2% | 3%
